Screens: PubChem BioAssay, National Center for Advancing Translational Sciences (NCATS)
ERG Ets-DNA blk – qHTS for Small Molecule Inhibitors of the ERG Ets/DNA interaction. Transcriptional regulator ERG (Homo sapiens), P11308. fluorescence polarization, His-ERG Ets domain / labelled DNA. Potency, µM (series often up to 76.9 µM), for the others: at the top dose FP activity, negative = inhibition, most hits filed as inhibitors. 0.028% of 370,000 active. AID 624246, 2012; active = well fitted inhibition curve with a large enough effect in the polarisation, with a control signal flat; inconclusive = small, poorly fitted or top-dose-only effect, or effect the other way, or a change in a side signal; inactive = no such curve, though single readings can be large or run the other way; the % refers to the polarisation;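 note: polarization taken with two DNA probes labelled with fluorescein and Texas red; potency is the fitted concentration of half-maximal effect; % of control where 0% means no effect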
Target sequence (P11308 whole entry, looked up, the tested form may be a part): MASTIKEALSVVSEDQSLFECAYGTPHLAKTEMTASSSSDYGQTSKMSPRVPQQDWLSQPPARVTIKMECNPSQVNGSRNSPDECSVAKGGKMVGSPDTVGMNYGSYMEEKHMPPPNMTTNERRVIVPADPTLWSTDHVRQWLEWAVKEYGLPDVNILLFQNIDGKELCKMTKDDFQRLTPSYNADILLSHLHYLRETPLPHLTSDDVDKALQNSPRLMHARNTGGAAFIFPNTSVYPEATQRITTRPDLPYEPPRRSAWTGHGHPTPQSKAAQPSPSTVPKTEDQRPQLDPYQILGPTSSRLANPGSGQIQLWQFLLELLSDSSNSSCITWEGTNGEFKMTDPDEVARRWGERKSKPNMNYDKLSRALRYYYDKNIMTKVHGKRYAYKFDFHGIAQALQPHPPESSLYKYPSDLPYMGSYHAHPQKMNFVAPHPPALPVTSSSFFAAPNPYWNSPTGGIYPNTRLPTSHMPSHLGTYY
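His-tagged ERG Ets domain (1 uM in the protein solution; 300mM KCl, 50mM Tris-HCl, 1mM EDTA, 1mM DTT, pH 7.5) received compound, then a probe mix of 5 nM fluorescein-DNA and 100nM Texas-615-DNA. Fluorescence polarization was read for both dyes.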
POLK inh – qHTS for Inhibitors of Polymerase Kappa | DNA polymerase kappa (Homo sapiens), Q9UBT6 | purified Pol kappa, fluorescent DNA synthesis assay, 10 min | Potency, µM (top dose mostly 107 µM), inactives show top-dose activity, negative = inhibition, most hits filed as inhibitors | 0.53% of 400,000 active | AID 588579, 2011; note: potency is the fitted concentration of half-maximal effect; % is set by controls: 0 for no effect and ±100 for the full control effect
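Kinetic fluorescence screen: compound preincubated 15 min RT with 10 nM enzyme; 50 nM substrate (final) initiates; reads at 0/10 min.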
12-LOX inh – Primary qHTS assay for inhibitors of human arachidonate 12S-lipoxygenase (ALOX12): Round 2. Polyunsaturated fatty acid lipoxygenase ALOX12 (Homo sapiens), P18054. purified 12hLO, xylenol orange hydroperoxide absorbance. Potency, µM (series often up to 108 µM), for inactives: at the top dose activity change, negative = inhibition, hits mostly inhibitors. 1.1% of 580,000 active. AID 1671190, 2021; note: potency is the fitted concentration of half-maximal effect; % is set by controls: 0 for no effect and ±100 for the full control effect
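Purified human 12hLO (150 nM final) in 25 mM Hepes, 0.01% Triton X-100, pH 7.0 was preincubated 15 min at room temperature with compound. Then 40 uM arachidonic acid was added, 30 min. Hydroperoxide was read by Fe-XO absorbance ratio 573/405 nm.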
APE1 inh – qHTS Assay for Inhibitors of the Human Apurinic/apyrimidinic Endonuclease 1 (APE1). recombinant APE1, TAMRA/BHQ-2 abasic DNA cleavage fluorescence. Potency, µM (top dose mostly 65.8 µM), without a hit: top-dose activity change, negative = inhibition, actives largely listed as inhibitors. 0.35% of 350,000 active. AID 2517, 2012;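 note: potency is the fitted concentration of half-maximal effect; plate controls were vehicle for no effect and reference inhibitor for full effect; nearly all actives have a fitted effect of over 55% in size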
Target sequence (P27695 whole entry, looked up): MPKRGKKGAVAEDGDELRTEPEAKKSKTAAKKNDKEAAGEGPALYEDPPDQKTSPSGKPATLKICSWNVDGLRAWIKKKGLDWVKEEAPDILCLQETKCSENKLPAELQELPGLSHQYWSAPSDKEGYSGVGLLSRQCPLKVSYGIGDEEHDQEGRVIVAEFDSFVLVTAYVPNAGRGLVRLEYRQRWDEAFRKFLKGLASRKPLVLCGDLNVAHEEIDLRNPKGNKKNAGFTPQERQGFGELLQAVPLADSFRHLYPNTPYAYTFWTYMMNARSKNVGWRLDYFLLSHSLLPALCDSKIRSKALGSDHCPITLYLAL
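Enzyme (0.75 nM final) and test compound are incubated 15 min at room temperature before adding 50 nM quenched THF abasic-site duplex. Cleavage dequenches TAMRA, followed at 525/598 nm over three reads one minute apart.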
TRHR ag – qHTS for Small Molecule Agonists and Allosteric Enhancers of Human TRH Receptor: Primary Screen for Agonists. AID 493084, 2011. Thyrotropin-releasing hormone receptor (Homo sapiens), P34981. activation, % at 2 µM. TRHR cells, calcium flux fluo-8, FDSS agonist mode. 0.18% of 360,000 active; in the data active = activation above about 30%; note: 0% is about no effect
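TRHR-expressing cells, plated overnight in medium with 10% serum, were loaded with fluo-8 calcium dye at room temperature. After a 10 s baseline, library compound was pin-added and calcium release was recorded kinetically (ex 480/em 530) as agonist response.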
POLB inh – qHTS Assay for Inhibitors of DNA Polymerase Beta | Pol beta primer extension/strand displacement, fluorescence kinetic | 1.3% of 340,000 active | P06746 | Potency, µM (titrated, usually from 114 µM), inactives show at the highest dose activity change, negative = inhibition, usual class: inhibitors; note: potency is the fitted concentration of half-maximal effect; % is set by controls: 0 for no effect and ±100 for the full control effect
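Reaction started by 50 nM substrate onto compound-treated Pol beta (10 nM, 15 min preincubation, room temperature); plates read at 0 min and 10 min. Normalized concentration-effect data fitted by four-parameter Hill equation.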
BLM inh – qHTS Assay for Inhibitors of Bloom's syndrome helicase (BLM). 0.2% of 350,000 active. Potency, µM (highest dose often 56.1 µM), without a hit: top-dose activity change, negative = inhibition, actives largely listed as inhibitors. recombinant BLM DNA unwinding, fluorescence dequenching. RecQ-like DNA helicase BLM (Homo sapiens), P54132;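 note: potency is the fitted concentration of half-maximal effect; plate controls were vehicle for no effect and no enzyme for full effect; nearly all actives have a fitted effect of over 35% in size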
POLI inh – qHTS for Inhibitors of Polymerase Iota | DNA polymerase iota (Homo sapiens), Q9UNA4 | Pol iota fluorescent replication assay, 10 min | Potency, µM (titrated, usually from 115 µM), inactives show at the top dose activity, negative = inhibition, actives largely listed as inhibitors | 1% of 390,000 active | AID 588590, 2011; note: potency is the fitted concentration of half-maximal effect
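Fluorescent replication assay read twice, at 0 min and 10 min after adding 50 nM (final) substrate. Enzyme (10 nM) and compounds were first incubated 15 min at room temperature; enzyme-free buffer wells were negative controls.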
Apoferritin bind – qHTS Assay for Identification of Novel General Anesthetics | Ferritin light chain (Equus caballus), P02791 | apoferritin/1-aminoanthracene competitive binding, fluorescence | Potency, µM (top dose mostly 77.5 µM), inactives show at the top dose activity change, negative = displacement, actives largely listed as inhibitors | 0.074% of 350,000 active | AID 485281, 2010; note: potency is the fitted concentration of half-maximal effect; % is set by controls: 0 for no effect and ±100 for the full control effect; nearly all actives have a fitted effect of over 20% in size
Target sequence (P02791 2-175 limits assumed): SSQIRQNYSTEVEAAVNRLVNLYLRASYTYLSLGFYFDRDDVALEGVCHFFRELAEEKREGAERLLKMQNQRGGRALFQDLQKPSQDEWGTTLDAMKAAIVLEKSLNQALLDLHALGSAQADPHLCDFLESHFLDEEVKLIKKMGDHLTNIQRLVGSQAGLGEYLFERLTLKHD
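Read-out: endpoint 1-AMA fluorescence, excitation 380 nm and emission 535 nm, after compounds sit 10 min at room temperature with 10 uM horse-spleen apoferritin in 50% saturated 1-AMA/PBS. Values come from four-parameter Hill fits.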
* hit, by the source's call; ? = inconclusive; / = no result given; & = joins results of further samples; [ ] = another dose, or the depositor's remark. Unless noted, calls come from the whole dose curve; as a rule, active = well fitted curve in the direction sought with a large enough effect; inconclusive = small, poorly fitted or top-dose-only effect, or another doubt; inactive = no such curve, though single readings can be large; an effect the other way counts as inactive or inconclusive.

canonical_smiles,ERG Ets-DNA blk,POLK inh,12-LOX inh,APE1 inh,TRHR ag,POLB inh,BLM inh,POLI inh,Apoferritin bind
CS(=O)(=O)c1ccccc1-c1nnc(NC(=O)COc2ccc(Cl)cc2)o1,-3%,2%,16%,5%,0.1,/,/,12%,/
O=CN1CCCN(Cc2nc(Cc3ccccc3F)no2)CC1,1%,-3%,-10%,-1%,0.2,1%,-2%,0%,-3%
Oc1ccc(C[C@H]2CNCCN2CCc2cccc3ccccc23)cc1,3%,-14%,0%,-40%,0.5,/,/,?,/
COc1ccc(Nc2ncc(C(=O)Nc3cccc(Cl)c3)c3ccccc23)cc1,-8%,5%,0%,/,0.0,12%,-4%,-15%,246%[activator]
COCCN(CC1CCCN(C2Cc3ccccc3C2)C1)C(=O)c1ccc(C(C)=O)cc1 (stereo not drawn),-8%,-7%,-5%,1%,0.6,6%,-3%,26%,7%
Cc1ccc(N2C(=O)CSC2c2c(F)cccc2Cl)cc1 (stereo not drawn),-10%,-4%,-11%,6%,0.0,-14%,-5%,6%,?
COc1cc2c(cc1OC)CN(C(=O)CSc1nc3[nH]ncc3c(=O)n1-c1ccccc1)CC2,-1%,-28%,/,-10%,-0.1,-1%,-9%,43%[activator],-16%
COc1ccc(NC(=O)c2cc3ccccc3cc2OC)cc1OC,-5%,-14%,-3%,-21%,-0.1,29%,-4%,-21%,-8%
CCCNC(=O)c1ccc(C2SCC(=O)N2Cc2ccccc2)cc1 (stereo not drawn),3%,-15%,0%,1%,-0.2,12%,1%,3%,-10%
COc1cccc(CN2CCN(c3ncccn3)CC2)c1,-1%,-1%,0.79µM*,-10%,-0.2,-12%,-1%,12%,-10%
O=C1CSC(c2cn(-c3ccccc3)nc2-c2cc3ccccc3oc2=O)N1Cc1cccnc1 (stereo not drawn),/,-4%,6%,5%,0.0,-25%,-6%,-4%,-21%
Cc1ccc(NC(=O)c2oc3ccc(S(=O)(=O)N4CCCCC4)cc3c2C)cc1C,-3%,-5%[60.1 µM],-19%,/,0.0,10%,-4%,-6%,-13%
COc1ccccc1-c1coc2c(CN3CCCCC3C)c(O)ccc2c1=O (stereo not drawn),6%,-10%,-4%,59%[activator],0.6,5%,-6%,6%,125%[activator]
CCCC(=O)Nc1ccc(Cl)c(NC(=O)c2ccco2)c1,7%,-1%,12%,-3%,-0.5,-5%,1%,23%,-5%
CCOC(=O)N1CCC(NC(=O)c2cnn(-c3ccc(C)cc3)c2-n2cccc2)CC1,4%,-19%,-15%,/,-0.3,-13%,-2%,-8%,-2%
CCC(C)(C)C(=O)O,0%,15%,0%,39%&-5%,0.5,/,/,-4%,/
Cc1cc(C)c(C)c(OCCN2CC(C)OC(C)C2)c1 (stereo not drawn),5%,12%,?,1%,-0.3,4%,-5%,6%,-15%
O=C(NCc1ccc(Cl)cc1)c1ccc(-n2cccn2)nc1,-2%,-5%,1%,-1%,-0.6,-19%,-6%,13%,-2%
CCCCC(=O)Nc1nnc(SCC(=O)N2CCN(c3ccccc3OC)CC2)s1,-3%,-2%,3%,-1%,0.1,1%,1%,11%,-5%
COc1c(Cl)cc(C(=O)Nc2ccccc2-c2ccccc2)cc1Cl,/,-5%,6%,-7%,0.9,6%,-6%,9%,-8%
Cc1nc2sc3c(c2c2nnc(SCC(=O)NCc4ccco4)n12)CCCC3,-14%,-17%,2%,-7%,0.6,?,2%,?,2%
COc1ccccc1-c1cncnc1NCCNC(C)=O,/,2%[60.1 µM],?,9%,/,/,5%,/,/
Cc1ccc(S(=O)(=O)Nc2ccc3c(c2)C(=O)NC3=O)cc1[N+](=O)[O-],12%,-1%,0%,11%,-0.2,23%,-1%,-2%,2%
CCN(CC)CCCNC(=S)N(CCO)Cc1cc2cc3c(cc2[nH]c1=O)OCCO3,8%,-6%,0%,-2%,1.1,67%,9%,19%,-10%
O=C1c2ccsc2SCCN1Cc1cccc(Cl)c1,6%,-6%,210%[activator],5%,-0.3,-4%,-6%,3%,?

canonical_smiles,ERG Ets-DNA blk,POLK inh,12-LOX inh,APE1 inh,TRHR ag,POLB inh,BLM inh,POLI inh,Apoferritin bind
Cc1cccc(C(=O)Nc2ccn(C)n2)c1,-5%,10%,0%,-2%,-0.1,/,/,28%,/
Cc1nc(SC(C)C(=O)NC2CCCCC2C)c2c(C)c(C)sc2n1 (stereo not drawn),22%,1%,18%,-1%,0.1,4%,-2%,-1%,-4%
COc1ccc(Cl)cc1NC(=O)CN1CCN(S(=O)(=O)c2ccc(F)cc2)CC1,-4%,-25%,2%,48%[activator],-0.6,17%,-3%,31%[activator],0%
Cc1cccc2cc(C(c3nnnn3CC3CCCO3)N3CCCC4(CCCCC4)C3)c(=O)[nH]c12 (stereo not drawn),/,/,/,1%,0.2,-12%,1%,/,-9%
CNC(=S)N1CCn2cccc2C1c1ccc(F)cc1 (stereo not drawn),22%,-9%,?,-1%,-0.2,3%,0%,126%[activator],-12%
Cc1ccccc1-c1ncnn1-c1sc2c(c1C#N)CCCCC2,0%,-6%,?,/,-1.5,3%,-6%,11%,?
CCOc1ccc(OCC)c(NC(=O)c2cnc(SC)nc2-c2ccccc2)c1,0%,-20%,-14%,/,1.5,-24%,-7%,?,-7%
COc1cc(OC)c2c(-c3ccccc3)cc(=O)oc2c1C(CC(=O)N1CCOCC1)c1ccc(N(C)C)cc1 (stereo not drawn),4%,0%&-14%,-17%,-5%&-7%,-0.5,?,-10%&-10%,4%&-17%,?
Cc1ccc(-n2nc3c(=S)[nH]nc(C)c3c2C)cc1,-9%,-11%,0%,5%,1.0,11%,0%,2%,2%
Cc1cccc(CCNC(=O)CC2C(=O)NCCN2Cc2ccc(F)c(F)c2)n1 (stereo not drawn),-8%,0%,-1%,0%,0.8,7%,-1%,43%[activator],-5%
CCOc1ccc(CNC(=O)CCS(=O)(=O)Cc2cccc(Cl)c2)cc1OC,-4%,1%,-6%,19%,-0.3,10%,-3%,20%,-13%
COc1cccc(CSc2nnc(-c3ccc(F)cc3)o2)c1,-13%,-13%,10%,-1%,-0.1,-16%,-4%,?,6%
CC[C@]12c3[nH]c4cc(-c5ccco5)ccc4c3CCN1C(=O)[C@@H](CC(=O)NC(C)(C)C)C[C@@H]2C(=O)N1CCN(C(=O)C2CC2)CC1,17%,4%,-133%,-38%,/,/,/,17%,/
CCOc1ccccc1/C=N/NC(=O)c1nnn(-c2nonc2N)c1CN1CCCCCC1,-12%,0%,9%,/,/,/,/,47%[activator],/
Cc1ccc(-n2ncc3c(=O)n(CC(=O)Nc4cccc(Cl)c4)cnc32)cc1C,-8%,-8%,142%[activator],-5%,0.9,28%,-1%,8%,-1%
O=C(NCCCc1ccccc1)c1ccc(F)cc1,0%,-7%,/,21%,-2.2,8%,-3%,48%[activator],-12%
CCN1C(=O)[C@H]2[C@@H](c3ccc(C)cc3)N3C(=O)N(c4ccccc4)C(=O)[C@@]3(Cc3ccccc3)[C@H]2C1=O,-5%,14%,2%,26%,0.7,26%,0%,32%[activator],-12%
CN(C)c1ccc(CNc2nc3ccccc3s2)cc1,/,/,/,-4%,1.0,23%,-2%,/,-7%
Cc1nn(-c2ccccc2)c(C)c1C(=O)OCC(=O)c1c(N)n(CC(C)C)c(=O)n(C)c1=O,0%,-14%,7%,5%,0.6,7%,-6%,15%,-13%
CCCC(C)C(=O)Nc1nnc(CCc2ccccc2)s1 (stereo not drawn),-4%,-22%,-14%,19%,0.6,21%,-5%,?,?
COc1ccc(CCNC(=O)c2cc(-c3ccccn3)nc3c(Cl)cccc23)cc1OC,-24%,4%,9%,-1%,-0.8,-29%,-5%,85%[activator],-7%
Cc1ccc(C(=O)c2cc3c(cc2N)OCCO3)cc1,-3%,1%,457%[activator],-1%,-0.2,-10%,-9%,-4%,-19%
CN1CCN(S(=O)(=O)c2ccc3c(c2)NC(=O)CS3)CC1,2%,1%,-14%&-27%,-9%,0.1,-4%,0%,-14%,-3%
COc1cc(/C=N/NC(=O)CNC(=O)c2ccccc2)ccc1OC(=O)c1cccs1,4%,-4%,?,13%,0.1,12%,0%,9%,?
CC(C)OCCCNC(=O)c1ccc(CSc2nc3cccnc3n2Cc2ccccc2)cc1,-3%,-6%[60.1 µM],-2%,/,-0.8,-22%,4%,-5%,-4%
O=C(Nc1cc(Cl)ccc1O)c1cc2n(n1)C(C(F)(F)F)CC(c1ccc3c(c1)OCO3)N2 (stereo not drawn),-1%,-14%,0%,-6%,1.0,3%,-9%,-6%,-9%

Single records, as listed above.
Cc1ccccc1-c1ncnn1-c1sc2c(c1C#N)CCCCC2 reads ERG Ets-DNA blk: 0%; POLK inh: -6%; 12-LOX inh: ?; APE1 inh: /; TRHR ag: -1.5; POLB inh: 3%; BLM inh: -6%; POLI inh: 11%; Apoferritin bind: ?
CC[C@]12c3[nH]c4cc(-c5ccco5)ccc4c3CCN1C(=O)[C@@H](CC(=O)NC(C)(C)C)C[C@@H]2C(=O)N1CCN(C(=O)C2CC2)CC1 reads ERG Ets-DNA blk: 17%; POLK inh: 4%; 12-LOX inh: -133%; APE1 inh: -38%; TRHR ag: /; POLB inh: /; BLM inh: /; POLI inh: 17%; Apoferritin bind: /

Not all compounds are listed; rates above refer to the full screens.
